Screens: PubChem BioAssay, National Center for Advancing Translational Sciences (NCATS)
BRCA1 expr up – activators of BRCA1 expression. AID 624202. MCF7-BRCA1-FFLuc reporter, luminescence, 48 h; response scale: scaled: vehicle 0%, 10 µM genistein 100%. 380,000 compounds, 1.1% hits. Potency, µM (highest dose often 46.1 µM), inactives show at the top dose activation, actives largely listed as activators; active = well fitted activation curve with a large enough effect; inconclusive = small, poorly fitted or top-dose-only effect; inactive = no such curve, though single readings can be large or run the other way; also: nearly all actives have a fitted effect of over 80% in size; some results filed as inactive show a strong effect at the top dose
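MCF7-BRCA1-FFLuc cells, 2000/well in phenol-red-free MEM, attached 2 h then treated 48 h at 37 C. Luciferase luminescence read 15 min after reagent; normalized to genistein maximum activation (10microM) and DMSO, concentration-response fitted.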
Starred values were filed as active, the others as inactive; ? = inconclusive; [ ] = remark or other dose. Potency is read from the fitted curve at half-maximal effect.

SMILES	BRCA1 expr up
c1ccc(N2Cc3ccccc3-n3nncc3C2)nc1	-4%
CCCCCN1C(=O)c2cc(OC)ccc2[C@@]2(C(=O)OCC)Cc3cc(OC)ccc3[C@@H]12	-73%
CCNC(=O)C1OC(n2cnc3c(N)ncnc32)C(O)C1O (stereo not drawn)	-22%
CC1(C)CCCN1CCC(C(N)=O)(c1ccccc1)c1ccccc1	-13%
CNC(=O)Oc1ccccc1C1CCCCC1	-11%
COc1ccc(C(CC(=O)c2ccc3c(c2)OCO3)c2c(O)c3ccccc3oc2=O)cc1OC (stereo not drawn)	-18%
Cc1ccc(S(=O)(=O)Oc2ccccc2C=C2C(=O)NC(=O)NC2=O)cc1	40%
O=C1NC(=O)C(Cc2ccccc2)(Cc2ccccc2)C(=O)N1	-19%
COC1CC2C=C(C)C=CC=CC(=O)NC(c3ccccc3)CC=CCCC(O)CC(=O)C2=C1O (stereo not drawn)	-69%
CS(=O)(=O)c1ccc(C2=C(CNC(=O)c3cccnc3)[C@H]3CC[C@@H](C2)N3Cc2ccco2)cc1	6%
Cc1cccc(C)c1-n1nnnc1C(c1cccc2ccccc12)N1CCC(n2c(=O)[nH]c3ccccc32)CC1 (stereo not drawn)	6%
CCC1(Oc2ccccc2)C(=O)NC(=O)NC1=O	-18%
Cc1ccc(-n2c(=S)[nH]c3ccccc3c2=O)cc1F	?
C[N+](C)(N)CCOC(=O)C(O)(c1ccccc1)C1CCCCC1 (stereo not drawn)	-4%
O=C1CC(=O)N(Cc2ccccc2)C(=O)N1	-4%
c1cc2c(cc1N1CCOCC1)CNCc1cnnn1-2	10%
Cn1c(=O)c2c(nc(-c3ccc(N(CCCl)CCCl)cc3)n2C)n(C)c1=O	-40%
O=S(=O)(c1ccc(Cl)cc1)N1Cc2cc(Br)ccc2-n2nncc2C1	-7%
NC(Cc1ccc(O)cc1)C(=O)NN=Cc1ccc(N(CCCl)CCCl)cc1 (stereo not drawn)	-38%
O=C(Nc1ccc(Cl)cc1)N1CC1	?
Nc1cccc(SC2CC(=O)N(c3ccc(Cl)cc3C(=O)c3ccccc3)C2=O)c1 (stereo not drawn)	-31%
NC(=Nc1ccccc1)NN=Cc1c[nH]c2ccccc12	-83%
COc1ccc(-n2nnnc2C(CCSC)N2CCC3(CC2)C(=O)NCN3c2ccccc2)cc1 (stereo not drawn)	-34%
CCCNC(=O)N1[C@H]2CC[C@@H]1C(C(=O)OC)=C(c1cc3ccccc3s1)C2	-27%
CNCC(O)c1cc(F)c(OCc2ccccc2)c(OCc2ccccc2)c1F (stereo not drawn)	-14%
NP(=O)(Nc1ccccc1)Nc1ccccc1	14%
CC(=O)NCC(N)C(=O)c1ccc(Cl)c(Cl)c1 (stereo not drawn)	0%
CN1OC[C@@H]2CN[C@H](c3ccccc3Br)C[C@@H]21	9%
O=C1NC(=O)C2(CCN(c3ccccc3)CC2)C(=O)N1	-6%
COc1ccc(-n2nnnc2C(c2ccnc3ccccc23)N2CCC(n3c(=O)[nH]c4ccccc43)CC2)cc1 (stereo not drawn)	-36%
CCOC(=O)CNC(=O)N1Cc2cc(N3CCOCC3)ccc2-n2nncc2C1	16%
C[C@]12CCC3C(CC[C@H]4C[C@H](O)CC[C@]34C)C1C[C@H](O)[C@H]2O (stereo partly drawn)	-3%
CC(C)(C)n1nnnc1C(c1ccnc2ccccc12)N1CCC2(CC1)C(=O)NCN2c1ccccc1 (stereo not drawn)	-16%
Cn1cc(C=O)c2nccnc21	-1%
CC1C(=O)OC2CCN3CC4OC4(COC(=O)C(C)(O)C1(C)O)C23 (stereo not drawn)	-9%
COc1ccc2c(c1O)C13CCN(C)C(C2)C1CCC(=O)C3 (stereo not drawn)	17%
ClCCN(CCCl)c1ccc(C=NNc2ncccn2)cc1	63%
CC(C)C[C@@H]1COc2cccc(N3CCN(C)CC3)c2S(=O)(=O)N1	-19%
CN1OC[C@@H]2CN[C@H](c3ccc(Br)cc3)C[C@@H]21	-3%
CN(C(=O)Oc1cccc2ccccc12)C1C=CCC1 (stereo not drawn)	35%
CC1([N+](=O)[O-])COP(=O)(Nc2ccc(F)cc2)OC1 (stereo not drawn)	-3%
O=[N+]([O-])c1cc(C(F)(F)F)c(Cl)c([N+](=O)[O-])c1Nc1ncc(C(F)(F)F)cc1Cl	-69%
CSc1nc(Cl)c(Br)c(N2CC2)n1	-11%
O=C(O)c1nn(Cc2ccc(Cl)cc2)c2ccccc12	8%
CS(=O)(=O)c1ccc(C2=C(CNC(=O)c3cccs3)[C@H]3CC[C@@H](C2)N3CCOc2ccccc2)cc1	9%
CCCC(C)CC1(CCO)C(=O)NC(=S)NC1=O (stereo not drawn)	9%
CC(=O)OC1C(O)C2=C3C4(C)C1C(C)(C)C(=O)CC4C3(O)C(OC(C)=O)C1(CC1C)C2=O (stereo not drawn)	-36%
CSCCC(c1nnnn1C1CCCC1)N1CCC(n2c(=O)[nH]c3ccccc32)CC1 (stereo not drawn)	-16%
Cc1cccc(C)c1-n1nnnc1C(c1cccs1)N1CCC(n2c(=O)[nH]c3ccccc32)CC1 (stereo not drawn)	-50%
COC(=O)C1=C(c2ccccc2)C[C@@H]2CC[C@H]1N2C(=O)N1CCC(C)CC1	-8%
O=C1NCN(c2ccccc2)C12CCN(C(c1ccccc1)c1nnnn1-c1ccc3c(c1)OCCO3)CC2 (stereo not drawn)	-40%
C[C@]12CCC3C(CC[C@H]4[C@@H](O)[C@H](O)CC[C@]34C)C1CCC2=O (stereo partly drawn)	-18%
S=P(NCCSCc1ccccc1)(N1CC1)N1CC1	-37%
C[C@H]1CN([C@@H](C)CO)C(=O)CCCn2nncc2CO[C@H]1CN(C)C(=O)Oc1ccc2ccccc2c1	-7%
O=C1NCN(c2ccccc2)C12CCN(C(c1cc3ccccc3o1)c1nnnn1C1CCCCC1)CC2 (stereo not drawn)	-58%
CCC1(CCC(C)C)C(=O)NC(=O)N(c2ccccc2)C1=O (stereo not drawn)	5%
CN1CCc2cc3c(cc2C1)OCO3	-1%
CCCNC(=O)N1[C@H]2CC[C@@H]1C(C(=O)OC)=C(c1cccc(OC)c1OC)C2	13%
Cc1ccc2c(c1)NP(=S)(Oc1ccccc1)N2 (stereo not drawn)	1%
N#CC1c2ccccc2C=CN1C(=O)c1ccc(N(CCCl)CCCl)cc1 (stereo not drawn)	-29%

Other entries follow.
SMILES	BRCA1 expr up
CCOP(=O)(CCP(=O)(OCC)OCC)OCC.C[CH2][Sn]([Cl])([Cl])[CH2]C	-82%
CS(=O)(=O)c1ccc(C2=C(CNC(=O)c3ccc([N+](=O)[O-])cc3)[C@H]3CC[C@@H](C2)N3Cc2ccccc2)cc1	-22%
COc1ccc(-n2nnnc2C(C2CC2)N2CCC3(CC2)C(=O)NCN3c2ccccc2)cc1 (stereo not drawn)	5%
COc1ccccc1CN1CCNCC1	23%
CC(C)(C)N1CC(C(=O)c2ccccc2)C1c1ccccc1 (stereo not drawn)	1%
N#Cc1ccc(NC(=S)N2Cc3ccccc3-n3nncc3C2)cc1	-8%
O=C(Nc1ccccc1)N1Cc2ccccc2-n2nncc2C1	5%
C1CN(P2(N3CC3)=NP(N3CC3)(N3CC3)=NP(N3CC3)(N3CC3)=N2)CCO1 (stereo not drawn)	-13%
CCCCC1(CCO)C(=O)NC(=S)NC1=O	-12%
COC(=O)C1=C(c2ccccc2)C[C@@H]2CC[C@H]1N2C(=O)N1CCOCC1	-8%
CCOC(=O)c1cccc(C2=C(CNC(=O)c3cccnc3)[C@H]3CC[C@@H](C2)N3Cc2ccccc2)c1	-10%
Cc1ccc2n1Cc1cnnn1-c1ccccc1-2	-22%
c1ccc2c(c1)cc1ccc3cccc4ccc2c1c34	-56%
CCOC(=O)[C@]12Cc3ccc4ccccc4c3[C@H]1N(Cc1ccccc1)C(=O)c1ccccc12	10%
CN1CN(c2ccccc2)C2(CCN(CCCSc3ccccc3NC(=O)/C=C/c3ccccc3)CC2)C1=O	-85%[inhibitor]
COc1cc2c(c(OC)c1OC)-c1ccc(C(=O)O)cc1[C@@H](NC(C)=O)CC2	0%
Nc1cc(C(=O)Nc2ccccc2F)ccc1N1CC2CC(C1)c1cccc(=O)n1C2 (stereo not drawn)	1%
Cc1ccc(-n2c(=S)[nH]c3ccc(C)cc3c2=O)cc1	7%
COc1ccc(NC(=O)N2Cc3ccccc3-n3nncc3C2)cc1	4%
CC1=CC(C)CC(C)OC(=O)CC(c2ccc(O)cc2)NC(=O)C(Cc2c(Br)[nH]c3ccccc23)N(C)C(=O)C(C)NC(=O)C(C)C1 (stereo not drawn)	-92%
CC(C)(C)c1ccc(C(=O)NCc2ccco2)cc1	?
Cc1ccc(CN2Cc3ccc(Br)cc3-n3nncc3C2)cc1	7%
CCN1CCC(O)(c2ccccc2)C(C(=O)c2ccccc2)C1 (stereo not drawn)	-32%
CC(C)(C)n1nnnc1C(CCc1ccccc1)N1CCC(n2c(=O)[nH]c3ccccc32)CC1 (stereo not drawn)	-69%

Part of the list above, set out differently.
SMILES | BRCA1 expr up
CC(C)(C)N1CC(C(=O)c2ccccc2)C1c1ccccc1 (stereo not drawn) | 1%
N#Cc1ccc(NC(=S)N2Cc3ccccc3-n3nncc3C2)cc1 | -8%
O=C(Nc1ccccc1)N1Cc2ccccc2-n2nncc2C1 | 5%
C1CN(P2(N3CC3)=NP(N3CC3)(N3CC3)=NP(N3CC3)(N3CC3)=N2)CCO1 (stereo not drawn) | -13%
CCCCC1(CCO)C(=O)NC(=S)NC1=O | -12%
COC(=O)C1=C(c2ccccc2)C[C@@H]2CC[C@H]1N2C(=O)N1CCOCC1 | -8%
CCOC(=O)c1cccc(C2=C(CNC(=O)c3cccnc3)[C@H]3CC[C@@H](C2)N3Cc2ccccc2)c1 | -10%
Cc1ccc2n1Cc1cnnn1-c1ccccc1-2 | -22%
c1ccc2c(c1)cc1ccc3cccc4ccc2c1c34 | -56%
CCOC(=O)[C@]12Cc3ccc4ccccc4c3[C@H]1N(Cc1ccccc1)C(=O)c1ccccc12 | 10%
CN1CN(c2ccccc2)C2(CCN(CCCSc3ccccc3NC(=O)/C=C/c3ccccc3)CC2)C1=O | -85%[inhibitor]
COc1cc2c(c(OC)c1OC)-c1ccc(C(=O)O)cc1[C@@H](NC(C)=O)CC2 | 0%
Nc1cc(C(=O)Nc2ccccc2F)ccc1N1CC2CC(C1)c1cccc(=O)n1C2 (stereo not drawn) | 1%
Cc1ccc(-n2c(=S)[nH]c3ccc(C)cc3c2=O)cc1 | 7%
COc1ccc(NC(=O)N2Cc3ccccc3-n3nncc3C2)cc1 | 4%
CC1=CC(C)CC(C)OC(=O)CC(c2ccc(O)cc2)NC(=O)C(Cc2c(Br)[nH]c3ccccc23)N(C)C(=O)C(C)NC(=O)C(C)C1 (stereo not drawn) | -92%
CC(C)(C)c1ccc(C(=O)NCc2ccco2)cc1 | ?

(more compounds)
SMILES	BRCA1 expr up
Cc1nc2cc(-c3ccc(Cl)cc3)nn2c(C)c1CCC(=O)N1CCC2(CC1)OCCO2	-50%
Cc1ccc(C(=O)Nc2ccc(Cl)cc2C(=O)c2ccccc2)cc1	-12%
CC(=O)O[C@@H]1/C=C/[C@](C)(O)C[C@@H](C)C/C=C/[C@H]2[C@H](O)[C@@](C)(O)[C@@H](C)[C@H]3[C@H](Cc4ccccc4)NC(=O)[C@@]312	2%
OC(CNCc1ccccc1)c1ccc(Cl)cc1 (stereo not drawn)	-9%
C=CCC1(Cc2ccsc2)C(=O)NC(=O)NC1=O	-5%
C[N+](C)(C)CC1CCCC(C[N+](C)(C)C)C1=O (stereo not drawn)	-85%
O=C(CCN1CC2CCC(CC2)C1)c1cccs1	-57%
COc1ccc(C(c2nnnn2-c2ccc(OC)cc2)N2CCC(n3c(=O)[nH]c4ccccc43)CC2)cc1 (stereo not drawn)	-73%
CN1C(=O)C(c2ccccc2)C(=O)N(C)C1=O	0%
O=C(CCCc1ccc(N(CCCl)CCCl)cc1)NCc1ccccc1	-13%
CCOC(=O)C1(c2ccccc2)CCN(CC(O)c2ccc(NC(C)=O)cc2)CC1 (stereo not drawn)	4%
O=[N+]([O-])c1nccn1CC(O)CN1CC1 (stereo not drawn)	11%
C=CCNC(=S)N1Cc2ccccc2-n2nncc2C1	3%
COc1ccc(/C=C/C=C2C(=O)NC(=S)NC2=O)cc1	-42%
CC1=C(C/C(C)=C/c2ccccc2)/C(=C/CO)[C@H](O)[C@](C)(O)C12CC2	6%
CC(=O)C1CCC2C3CCC4CC(O)CCC4(C)C3C(=O)CC12C (stereo not drawn)	-10%
O=S(=O)(c1ccc(Cl)cc1)N1Cc2ccccc2-n2nncc2C1	-21%
CC(C)C[C@@H]1COc2cc(N3CCN(C)CC3)ccc2S(=O)(=O)N1	-1%
CCC(c1nnnn1-c1ccc2c(c1)OCCO2)N1CCC(n2c(=O)[nH]c3ccccc32)CC1 (stereo not drawn)	-43%
CC1NC(=O)NC(=O)C1Br (stereo not drawn)	-6%
CCC1(CCC(C)C)C(=O)NC(=S)NC1=O	-12%
COC(=O)C1=C(c2cc3ccccc3o2)C[C@@H]2CC[C@H]1N2C(=O)NCc1ccccc1	-34%
CC(=O)N1Cc2cnnn2-c2ccccc2C1(C#N)Cc1ccccc1 (stereo not drawn)	-6%
COC(=O)C1=C(c2cc3ccccc3o2)C[C@@H]2CC[C@H]1N2C(=O)NCCCOC(C)C	-21%
CCC(c1nnnn1C1CCCC1)N1CCC2(CC1)C(=O)NCN2c1ccccc1 (stereo not drawn)	8%
O=S1c2ccccc2-c2ccccc21	0%
CN[C@@H](C)[C@H](O)c1ccccc1	17%

The list is partial; count on the stated rates, not on these rows.
